Source: PubChem BioAssay
EP2 mod: EP2 receptor (human) modulation | P43116 | EP2-expressing cells, cAMP HTRF FRET, PGE2 co-stimulation | induction, % at 25 µM | 0.83% of 260,000 active | AID 940;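 active = compounds whose cAMP rise, as percent of the full-agonist control response, exceeds 60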;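 also: rat C6 glioma line stably carrying human EP2 under a CMV promoter; the protocol text gives 20 µM as final concentration; 100% = response of wells given 1 µM PGE2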
Target sequence (P43116 whole entry, looked up): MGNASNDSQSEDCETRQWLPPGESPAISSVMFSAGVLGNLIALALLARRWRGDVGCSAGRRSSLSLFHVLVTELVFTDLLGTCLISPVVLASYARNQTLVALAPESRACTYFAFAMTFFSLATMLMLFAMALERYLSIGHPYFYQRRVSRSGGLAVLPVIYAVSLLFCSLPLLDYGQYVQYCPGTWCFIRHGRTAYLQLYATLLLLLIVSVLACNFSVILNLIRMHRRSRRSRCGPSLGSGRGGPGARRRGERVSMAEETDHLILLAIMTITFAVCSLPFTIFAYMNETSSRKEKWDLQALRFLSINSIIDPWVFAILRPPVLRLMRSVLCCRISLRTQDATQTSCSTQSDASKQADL
Starred values were filed as active, the others as inactive. Some of the compounds tested; the hit share may differ from the screen's.

SMILES	EP2 mod
Cc1cccc2cc(CN(Cc3ccccc3)C(=S)NCC3CCCO3)c(=O)[nH]c12 (stereo not drawn)	-5
COc1ccc(/C=C\c2[nH]c(=O)[nH]c(=O)c2[N+](=O)[O-])c2ccccc12	-8
CCCC(c1nnnn1Cc1ccccc1)N(Cc1cc2cc(C)ccc2[nH]c1=O)C1CCCCC1 (stereo not drawn)	26
O=C(CC1CCCC1)N1CCC(Cn2nc(-c3ccco3)ccc2=O)CC1	-38
CC(NC(=O)Cc1ccccc1F)c1nc(-c2cccnc2)n[nH]1 (stereo not drawn)	-30
Cc1cc(C)cc(NC(=O)NC2CCN(CC(=O)Nc3ccc4c(c3)OCO4)CC2)c1	-63
CCOC(=O)N1CCN(C(=O)CCc2ccc(S(=O)(=O)NC(C)(C)C)cc2)CC1	-11
O=C(c1ccc(Cn2cc(Cl)cn2)o1)N1CCCC1c1nc2ccccc2[nH]1 (stereo not drawn)	-21
COc1ccccc1C1(O)CCN(CC(O)c2ccc3c(c2)OCCCO3)CC1 (stereo not drawn)	-33
CC(=O)c1csc(NC(=O)c2cc3ncc(C(C)=O)c(C)n3n2)n1	-33
COc1ccc(-c2nnc(SCC(N)=O)o2)cc1OC	-20
CCOC(=O)CSc1nnc(COc2ccccc2C)n1CC	13
CC(C)(C)C(=O)NC1CC2CCCC(C1)N2C(=S)Nc1ccc(F)cc1 (stereo not drawn)	-66
COCCNC(=O)c1c(NC(=O)COc2ccccc2C)sc2c1CCCC2	11
COc1cccc(NC(=O)N2CCC(c3nc4ccccc4[nH]3)CC2)c1	-4
C=CCn1c2cc(C)sc2c2cnn(Cc3ccc(F)cc3)c(=O)c21	37
CC(C)(C)C(=O)NC1CC2CCCC(C1)N2C(=O)Nc1ccccc1 (stereo not drawn)	-11
C=CCn1c(SCCC#N)nnc1-c1ccc2[nH]c(C)c(C)c2c1	-79
CCCn1ncc(C(=O)N2CCC3(CC2)NC(=O)c2cccnc2N3C)c1C	-15
Cc1ccc(O)c(NC(=O)C2CC(c3ccc(Cl)cc3)=NO2)c1 (stereo not drawn)	-44
CN(CC(=O)O)C1CCS(=O)(=O)C1 (stereo not drawn)	-18
Cc1cc2c(cc3c(=O)n(CC(=O)N4CCc5ccccc5C4)nc(C)n32)s1	7
COc1cccc(-c2csc(N3CCN(CC(=O)Nc4cc(OC)ccc4OC)CC3)n2)c1	-91
CCOc1ccc2c(c1)C1C=CCC1C(c1ccc(C(=O)OC)cc1)N2 (stereo not drawn)	23
C=CCNC(=O)c1cc2n(n1)C(C(F)(F)F)CC(c1ccco1)N2 (stereo not drawn)	-12
CC1CC(C)CN(C(=O)Cn2nc(-c3ccco3)cc(N)c2=O)C1 (stereo not drawn)	-5
CC1CCN(C(=O)C2CCN(S(=O)(=O)c3ccc(F)cc3)CC2)CC1	-19
CN1[C@@H](C(=O)NCCCN2CCOCC2)C[C@@H](c2ccc(F)cc2)NS1(=O)=O	27
CC(=O)c1cccc(S(=O)(=O)N2CCCC(c3nc(-c4cccs4)no3)C2)c1 (stereo not drawn)	4
O=C(Nc1ccc(F)c(Cl)c1)C1CC(=O)n2ncnc2N1 (stereo not drawn)	-57
O=C(NC12CC3CC(CC(C3)C1)C2)C1CCN(S(=O)(=O)c2ccc(Cl)cc2)CC1	5
Clc1cccc(Cl)c1CSc1nnc(-c2ccncc2)n1Cc1ccco1	-92
CC1=CC(=O)CC(C)(C)[C@]1(O)/C=C/C(C)=C/C(=O)O	13
O=C(c1ccc(Cl)c(S(=O)(=O)N2CCOCC2)c1)N1CCCC1	-23
COCCCNC(=O)c1c(NC(=O)c2cccc(C)c2)sc2c1CCCC2	53
CCc1[nH]c2ccc(C(=O)N3CCC(O)(c4ccccc4C)CC3)cc2c1C	-51
COc1ccc(S(=O)(=O)N2Cc3ccccc3CC2C(=O)NC(C)(C)C)cc1OC (stereo not drawn)	-2
Cc1cc(C(F)F)nc(SCCCNC(=O)/C=C/c2ccc([N+](=O)[O-])o2)n1	-132
CCC(c1nnnn1C1CCCC1)N(Cc1cc2cc(C)cc(C)c2[nH]c1=O)C1CCCCC1 (stereo not drawn)	12
O=C(CN1C(=O)[C@H]2CCCN2C(=O)c2ccccc21)NCc1ccco1	-12
COCCN1C(=O)C(=O)/C(=C(\O)c2ccccc2)C1c1cc(OC)c(OC)c(OC)c1 (stereo not drawn)	-14
CNCc1ccccc1	8
CN(C(=O)c1cccs1)c1nc2c(s1)CCc1occc1-2	-20
CC(C)(C)C1=NNC(=O)c2cc3sccc3n2C1	9
CCc1nn2c(N3CCC(O)CC3)c3c(nc2c1-c1cccs1)CCC3	-53
Cc1ccc2cc(CN(Cc3ccccc3)C(=S)NCc3ccco3)c(=O)[nH]c2c1C	-22
COc1cc2[nH]c(=O)c(C(=O)NCCN(C)C)c(O)c2cc1OC	-18
Oc1cc(CN2COc3ccccc32)c(O)cc1CNC1CCCCC1	2

7 of the entries above in order of the EP2 mod value, low to high.
compound,EP2 mod
Cc1ccc2cc(CN(Cc3ccccc3)C(=S)NCc3ccco3)c(=O)[nH]c2c1C,-22
COc1cc2[nH]c(=O)c(C(=O)NCCN(C)C)c(O)c2cc1OC,-18
COc1ccc(S(=O)(=O)N2Cc3ccccc3CC2C(=O)NC(C)(C)C)cc1OC (stereo not drawn),-2
Oc1cc(CN2COc3ccccc32)c(O)cc1CNC1CCCCC1,2
CNCc1ccccc1,8
CC(C)(C)C1=NNC(=O)c2cc3sccc3n2C1,9
CCC(c1nnnn1C1CCCC1)N(Cc1cc2cc(C)cc(C)c2[nH]c1=O)C1CCCCC1 (stereo not drawn),12

(continued)
SMILES	EP2 mod
CC(=O)Nc1cccc(NC(=O)CSc2nc(C3CC3)nc3sc4c(c23)CCC(C)C4)c1 (stereo not drawn)	10
c1c[nH]c(CN2CCOCC2)n1	9
COc1ccc2c(c1)C(=O)CC1(CCN(C(=O)OC(C)(C)C)CC1)O2	-21
O=C(COC(=O)c1cccnc1)Nc1ccc(Cl)c(Cl)c1	-99
COc1ccc(C2(O)CCN(CC(=O)Nc3ccc4c(c3)OCO4)CC2)cc1	-30
CCS(=O)(=O)N1CCCC(c2nc3c(nnn3Cc3cc(C)ccc3C)c(=O)[nH]2)C1 (stereo not drawn)	-17
O=C(NCCc1c[nH]c2ccccc12)c1ccc(Cl)cc1Cl	-115
COc1ccc(-n2c(SCC(=O)Nc3c(C)cc(C)cc3C)nnc2-c2ccncc2)cc1	14
COC(=O)[C@H]1CN(C(=O)CN2CCCC2=O)C[C@@H]1c1ccc(F)cc1	-9
O=C(O)[C@H]1CN(C(=O)c2ccco2)C[C@@H]1c1ccc(F)cc1	11
S=c1nc2[nH]c3ccc(Cl)cc3c2n[nH]1	11
CC(=O)N1CCCc2cc(C(O)CN3CCCC(C)C3)ccc21 (stereo not drawn)	-41
O=C(COC(=O)c1cc2ccccc2oc1=O)c1ccc(Cl)cc1Cl	-1
O=C(CCn1nnc2ccccc21)NC1(c2cccc(F)c2)CCCC1	22
CCOc1cc2c(cc1CN(Cc1ccc3c(c1)OCO3)CC(C)O)CCC2 (stereo not drawn)	14
CC(=O)Nc1ccc(NC(=O)CSc2nnc(-c3ccc(C)cc3)n2C)cc1	-13
COc1ccccc1NC(=O)c1sc(NC(=O)Cc2ccccc2)c(C#N)c1C	15
CC1CCCN(c2nc3c(c(=O)[nH]2)CN(Cc2ccccc2O)CC3)C1 (stereo not drawn)	-57
O=C(NC1CCCC1)C(c1ccco1)N(Cc1ccccc1Cl)C(=O)c1csnn1 (stereo not drawn)	42
COc1ccc2[nH]c3cc4c(=O)c5cc(OC)ccc5[nH]c4cc3c(=O)c2c1	14
Cc1nn(CCC(=O)N2CCc3c([nH]c4ccc(Cl)cc34)C2)c(C)c1C	-70
Cc1cc2c(cn1)C(CCC#N)(CCC#N)c1ccccc1-2	-14
C#CCOc1ccc(-c2nc3ccccc3s2)cc1OC	-89
COc1ccc2cc(CN(C(=S)Nc3ccc(F)cc3)C3CCCC3)c(=O)[nH]c2c1	0
CC(C)C(=O)Nc1ccc(NC(=O)c2sc3cc(Cl)ccc3c2Cl)cc1	-15
CCN1CCCC1CN(Cc1ccncc1)Cc1c(OC)cccc1OC (stereo not drawn)	-29
Cn1c(=O)c(/C=C/c2ccccc2F)nc2ccccc21	27
O=C(NCCN1CCC(O)(c2ccc(F)cc2)CC1)c1ccccc1F	-24
Cc1noc(NS(=O)(=O)c2ccc(NC(=O)c3oc4ccccc4c3C)cc2)c1C	-1
O=C(CSc1nc(-c2cccs2)cc(C(F)(F)F)n1)Nc1ccccc1F	-61
Cc1ccc(CC(=O)NCc2ccco2)cc1	8
Nc1nc2c(Cl)c(Cl)ccc2s1	-84
COc1cc(C2/C(=C(/O)c3ccccc3)C(=O)C(=O)N2CC#N)ccc1O (stereo not drawn)	14
O=C(c1cccs1)N1CCC(n2nnc3ccccc3c2=O)CC1	-18
Cc1cccc(C)c1OCC(N)C(C)C (stereo not drawn)	8
Cc1ccc(-c2nnc(-c3ccc4ccccc4c3)o2)cc1	14

By substructure: those above with an aryl thioether with sulfur outside any ring.
SMILES	EP2 mod
COc1ccc(-c2nnc(SCC(N)=O)o2)cc1OC	-20
CCOC(=O)CSc1nnc(COc2ccccc2C)n1CC	13
C=CCn1c(SCCC#N)nnc1-c1ccc2[nH]c(C)c(C)c2c1	-79
Clc1cccc(Cl)c1CSc1nnc(-c2ccncc2)n1Cc1ccco1	-92
Cc1cc(C(F)F)nc(SCCCNC(=O)/C=C/c2ccc([N+](=O)[O-])o2)n1	-132
CC(=O)Nc1cccc(NC(=O)CSc2nc(C3CC3)nc3sc4c(c23)CCC(C)C4)c1 (stereo not drawn)	10
COc1ccc(-n2c(SCC(=O)Nc3c(C)cc(C)cc3C)nnc2-c2ccncc2)cc1	14
CC(=O)Nc1ccc(NC(=O)CSc2nnc(-c3ccc(C)cc3)n2C)cc1	-13
O=C(CSc1nc(-c2cccs2)cc(C(F)(F)F)n1)Nc1ccccc1F	-61

Arranged by molar mass (rising): three of the compounds above.
SMILES	EP2 mod
CC(C)(C)C1=NNC(=O)c2cc3sccc3n2C1	9
COc1cc2[nH]c(=O)c(C(=O)NCCN(C)C)c(O)c2cc1OC	-18
COc1ccccc1C1(O)CCN(CC(O)c2ccc3c(c2)OCCCO3)CC1 (stereo not drawn)	-33

(next part)
SMILES	EP2 mod
CCn1c(SC(C)C(=O)Nc2c(C)cccc2C)nnc1-c1cccnc1 (stereo not drawn)	-1
Cc1cccc(C(=O)NC(c2n[nH]c(=S)n2C)C(C)C)c1 (stereo not drawn)	16
CC(C)C(=O)Nc1cccc(C(=O)OCC(=O)c2cccs2)c1	-26
O=C(Cn1nnc(-c2ccccc2NC(=O)c2cccs2)n1)NC1CCCCC1	33
O=C(CSc1ncccn1)NCCC1=CCCCC1	-9
Cc1cc(C)nc(/N=C2/NC(=O)CC(C(=O)O)N2c2ccc(Cl)cc2)n1 (stereo not drawn)	3
Cc1cc(C)c2c(NC/C=C/c3ccccc3)n[nH]c2n1	-80
O=C1CC(N2CCC(c3nc4ccccc4[nH]3)CC2)C(=O)N1 (stereo not drawn)	-16
CCc1ccc2c(c1)C1(SC(NC(C)=O)=NN1C(C)=O)C(=O)N2C (stereo not drawn)	47
Cc1ccc2cc(C)c(SCC(N)=O)nc2c1	15
COc1ccc(-n2nnnc2SCC(=O)NCCc2ccccc2)c(OC)c1	-58
CC(C)(C)c1nn(-c2ccccc2)c2[nH]c(=O)c(CNCCc3ccncc3)cc12	-12
CCCSc1nc2c(c(=O)[nH]c(=O)n2C)n1Cc1cccc(C)c1	70*
C[C@@](N)(/C=C/c1ccccc1)C(=O)O	12
COCCNc1nnc(-c2ccccn2)s1	-12
Cc1cc2cc3cc(C(=O)O)sc3nc2cc1C	-11
O=C(O)c1cccc(S(=O)(=O)Nc2ccccn2)c1	-36
COc1cccc(C(=O)CSc2nnc3c(C)cc4cc5c(cc4n23)OCCO5)c1	-4
Cc1cccnc1NC(=O)CCC(=O)O	1
Cc1sc2ncn(CC(=O)OC(C)C)c(=O)c2c1-c1ccc(F)cc1	0
O=C(CSCc1ccccc1)Nc1nnc(C2CCCCC2)s1	21
COc1ccc(CCNC(=O)CSc2nc(C(C)C)nc3sc4c(c23)CCCC4)cc1OC	12
CC(C)(C)c1nc2ccccc2c2nnc(SCC(=O)NC3CC3)n12	-53
O=C1CCc2cc(S(=O)(=O)NC3(CN4CCOCC4)CCCCC3)ccc2N1	-53
COC(=O)C(N)Cc1ccc(Cl)cc1 (stereo not drawn)	-2
Cc1cc(C)nc(SCc2nnc(SCC(=O)N3CCCC3)n2Cc2ccco2)n1	-19
O=C(CN1CCC(c2ccc3c(c2)OCO3)CC1)N1CCCc2ccccc21	-24
Cc1cccc2cc(C(c3nnnn3C3CCCC3)N(Cc3ccco3)CC3CCCO3)c(=O)[nH]c12 (stereo not drawn)	11
CCc1cc2cc(C)cc(C)c2nc1SCC(=O)Nc1ccccc1OC	37
COc1ccccc1NC(=O)CSc1nnc(C)n1-c1ccccc1OC	2
CCn1c(COc2ccc(OC)cc2)nnc1SC(C)C(=O)Nc1ccccc1C (stereo not drawn)	29
COc1ccc([C@@H]2CN(C(=O)c3cccs3)C[C@H]2C(=O)O)cc1	-48
COC(=O)[C@H]1CN(C(=O)CCc2c(C)noc2C)C[C@@H]1c1ccc(F)cc1	4
COC(=O)[C@H]1CCc2ccccc2N1C(=O)c1ccccc1F	8
Cc1nnc(NC(=O)COc2ccc(Cl)c(C)c2)s1	-35
CN(C)C(=O)Oc1ccc(C2C3=C(CC(C)(C)CC3=O)OC3=C2C(=O)CC(C)(C)C3)cc1	7

Entries listed above printed as active in EP2 mod.
SMILES	EP2 mod
CCCSc1nc2c(c(=O)[nH]c(=O)n2C)n1Cc1cccc(C)c1	70*

Other results follow:
SMILES	EP2 mod
COc1ccc2[nH]c(=O)c(CN(Cc3ccco3)S(=O)(=O)c3c(C)ccc4nsnc34)cc2c1	-9
CCc1nc(SCC(=O)NCCc2ccc(OC)c(OC)c2)c2c(C)c(C)sc2n1	-2
COc1ccc(OC)c(CNc2nc3ccccc3n2C)c1	-36
Cc1nc2sccn2c1CN(CCCn1ccnc1)Cc1ccccc1Cl	-5
CCOc1ccccc1OCC(=O)Nc1nc2ccccc2s1	-33
CC(C)c1ccc(OCC(=O)Nc2ccc(NC(=O)c3ccco3)c(Cl)c2)cc1	1
